RmlC RmlD mix: mixture blocks RmlC and RmlD coupled enzyme activity. inhibition, % at 5.5 µM. hit rate 0.39% among 110,000. RmlC/RmlD coupled enzyme inhibition, 384-well mixture HTS; in the data active = inhibition above about 30%, passing the limit was not always enough; also: strong numbers were not always called active
RT RNaseH block: inhibitors of HIV-1 reverse transcriptase RNase H; hit rate 1.9% among 65,000; inhibition, % at 10 µM; RT-RNase H RNA/DNA duplex cleavage, fluorescence; P04585; in the data active = inhibition above about 50%
* hit, by the source's call; nt = not tested or not shown.

item	canonical_smiles	RmlC RmlD mix	RT RNaseH block
1	CN(C)c1ccccc1C(=O)c1ccccc1N(C)C	4	1
2	CCOC(=O)C1CCCN(C(=S)Nc2ccc(C)cc2C)C1 (stereo unspecified)	9	nt
3	O=C(c1cc(S(=O)(=O)N2CCOCC2)ccc1F)N1CCCc2ccccc21	4	-3
4	O=C(CSc1nnc(-c2ccncc2)n1C1CCCCC1)Nc1cccc(O)c1	6	-3
5	CC(=O)Oc1ccc(-c2cccc(C(=O)O)c2)cc1	2	nt
6	CCc1ccc(OCC(=O)NC(=S)Nc2ccc(S(=O)(=O)NC3CCCCC3)cc2)cc1	-12	nt
7	CCC(NC(=O)OC(C)(C)C)C(=O)Oc1cc(C)cc2oc(=O)c3c(c12)CCC3 (stereo unspecified)	-6	nt
8	CC(C)CCNC(=O)COc1ccc2c3c(c(=O)oc2c1)CCC3	0	18
9	CCCCC(=O)Nc1cccc(-c2nnc(-c3ccccc3)o2)c1	-6	-7
10	CCC(Sc1ccc2nnc(-c3cccnc3)n2n1)C(=O)O (stereo unspecified)	6	7
11	COC(=O)Cc1cc(=O)[nH]c(/N=C(\N)Nc2ccccc2)n1	0	nt
12	Cc1ccc(S(=O)(=O)N2CC(=O)Nc3ccccc32)cc1	-21	nt
13	CC1CN(C(=O)N[C@@H](Cc2ccccc2)C(=O)O)CC(C)O1 (stereo partly specified)	-9	4
14	CCOC(=O)c1cc(C)[nH]c(=S)c1C#N	6	-1
15	CC(=O)c1cccc(NC(=O)c2ccncc2)c1	27	-3
16	CC(=O)Oc1ccc(C(=O)O)cc1OC(C)=O	-2	3
17	Clc1ccc(C2CC(c3ccccc3)Nc3ncnn32)cc1 (stereo unspecified)	-13	-10
18	CCCC(=O)OCC[N+](C)(C)C	3	5
19	O=C(c1ccc(COc2ccc3c(c2)CCC3)o1)N1CCN(c2ccccc2)CC1	nt	-7
20	c1ccc(COc2ccc(CNCc3cccs3)cc2)cc1	3	nt
21	CN(CP(=O)(O)CN(C)S(C)(=O)=O)S(C)(=O)=O	7	-13
22	C[C@@H](NC(=O)c1nc[nH]c1C(=O)N[C@@H](CCCCNC(=O)OC(C)(C)C)C(=O)OC(C)(C)C)c1ccccc1	-14	nt
23	CN(C)c1ccc(NC(=O)CN2C(=O)CC(c3ccccc3)=Nc3ccccc32)cc1	-12	89*
24	COC(=O)c1nnn(-c2nonc2N)c1CSCCO	-6	24
25	CCOC(=O)CSc1nnc(-c2ccc(S(=O)(=O)N3CCOCC3)cc2)n1-c1ccccc1	14	-7
26	CC1(OC(=O)C2CCCC2)C(=O)C=C2C=C3CCCCN3C=C2C1=O (stereo unspecified)	35	nt
27	COCCn1c(C)cc2c(c1=O)C(c1ccco1)C(C#N)=C(N)O2 (stereo unspecified)	7	nt
28	O=C(NCCCn1ccnc1)c1cc(-c2cccs2)on1	6	-19
29	CCC(C)(C)NC(=O)C(c1cccn1C)N(C(=O)Cn1nnc2ccccc21)c1ccc(OC)cc1OC (stereo unspecified)	13	nt
30	CCOc1ccc(OCCSc2nnnn2C2CCCCC2)cc1	nt	-29

Three compounds drawn at random from the list so far:
item	canonical_smiles	RmlC RmlD mix	RT RNaseH block
25	CCOC(=O)CSc1nnc(-c2ccc(S(=O)(=O)N3CCOCC3)cc2)n1-c1ccccc1	14	-7
15	CC(=O)c1cccc(NC(=O)c2ccncc2)c1	27	-3
9	CCCCC(=O)Nc1cccc(-c2nnc(-c3ccccc3)o2)c1	-6	-7

Going on with the list:
item	canonical_smiles	RmlC RmlD mix	RT RNaseH block
31	O/N=C/c1cccn1-c1ccc(O)cc1	10	-6
32	OC(COc1ccc(OCc2ccccc2)cc1)CN1CCCCC1 (stereo unspecified)	3	-12
33	COC(=O)C(NC(=O)c1ccccc1C)(Nc1ncc(S(=O)(=O)c2ccc([N+](=O)[O-])cc2)s1)C(F)(F)F (stereo unspecified)	8	nt
34	CCN(CC)CCCNC(=O)c1cc2c(-c3ccc(Cl)cc3)nn(C)c2s1	-6	-9
35	COc1ccc(C(=O)NCc2ccc(N3CCN(C(=O)OC(C)(C)C)CC3)cc2)cc1	7	nt
36	COc1ccc(CCNc2ccc(C(CC(N)=O)NC(=O)c3ccccc3)cc2[N+](=O)[O-])cc1 (stereo unspecified)	-10	nt
37	Cc1ccc(NC(=O)CCSc2nnc(C)s2)cc1	89	nt
38	COc1ccc(-c2nc(CN3CCCC(C(=O)NC4CCCC4)C3)c(C)o2)cc1 (stereo unspecified)	-23	nt
39	FC(F)(F)c1cc(-c2ccccc2)nc2ncnn12	-8	nt
40	Cc1noc(NS(=O)(=O)c2ccc(NC(=O)CSc3nnc(-c4ccccc4)n3C3CCCCC3)cc2)c1C	1	nt
41	CCC1SC2=NC(C)=C(C(=O)OCC(C)C)C(/C=C/c3ccccc3OC)N2C1=O (stereo unspecified)	13	nt
42	O=C(CN1CCSCC1)N/N=C/c1ccc(F)cc1	1	nt
43	Cc1cc2cc(CNC(=O)Cc3cccs3)ccc2n1C	-10	-6
44	N#C/C(=C\N1CCN(Cc2ccc3c(c2)OCO3)CC1)c1nc2ccccc2s1	7	8
45	CCSc1nnc(-c2ccncc2)o1	11	nt
46	CC(C)N(Cc1nc(-c2ccccc2)no1)C(=O)CN(C)S(=O)(=O)c1ccccc1	-11	-11
47	C/C(CC(C)(C)C1CCCCC1)=N\NC(N)=S	9	nt
48	Cn1c(O)c(C(C#N)=C2N=c3ccccc3=N2)c2ccccc21	20	nt
49	O=C(CCn1nc(-c2ccccc2)ccc1=O)N1CCCC1	nt	-4
50	COC(=O)c1ccc(NC(=O)CNS(=O)(=O)c2cccs2)cc1	1	nt
51	Cc1ccc(C2=NOC(C)(c3nnc(Cc4ccccc4)o3)C2)cc1 (stereo unspecified)	12	nt
52	CN(C)S(=O)(=O)c1ccc(N2CCCC2)c(C(=O)NCc2ccccc2)c1	-7	nt
53	COc1ccc(S(=O)(=O)N2CCOC2CNC(=O)C(=O)NCCc2c[nH]c3ccccc23)cc1C (stereo unspecified)	8	nt
54	CC(=O)C1=C(O)C(=O)N(c2ccc(S(N)(=O)=O)cc2)C1c1ccc([N+](=O)[O-])cc1 (stereo unspecified)	7	nt
55	O=C(CCN1CCOCC1)c1ccc2c(c1)OCCO2	-15	nt
56	CC(C)c1ccc(N2C(=O)NC(=O)/C(=C\c3cnc(-c4ccccc4)nc3)C2=O)cc1	3	nt
57	O=C1NC2=C(C(=O)c3ccccc32)C(c2ccccc2)N1 (stereo unspecified)	-11	1
58	O=C(CCCNS(=O)(=O)c1cccc2nsnc12)NCc1ccc(Cl)cc1	-6	-25
59	N#Cc1ccccc1NC(=O)CSc1nccn1CCc1ccccc1	6	-10
60	CC(C)(C)C(=O)CCN1C(=O)C2(OCCO2)c2ccccc21	-5	-1

Ordered by molecular weight (low to high): 5 of the compounds above.
item	canonical_smiles	RmlC RmlD mix	RT RNaseH block
2	CCOC(=O)C1CCCN(C(=S)Nc2ccc(C)cc2C)C1 (stereo unspecified)	9	nt
30	CCOc1ccc(OCCSc2nnnn2C2CCCCC2)cc1	nt	-29
52	CN(C)S(=O)(=O)c1ccc(N2CCCC2)c(C(=O)NCc2ccccc2)c1	-7	nt
19	O=C(c1ccc(COc2ccc3c(c2)CCC3)o1)N1CCN(c2ccccc2)CC1	nt	-7
35	COc1ccc(C(=O)NCc2ccc(N3CCN(C(=O)OC(C)(C)C)CC3)cc2)cc1	7	nt

Carrying on.
item	canonical_smiles	RmlC RmlD mix	RT RNaseH block
61	COC(=O)[C@@]1(Cc2ccc(F)cc2)[C@H]2c3cc(C(=O)N(C)C)n(C[C@H](O)CO)c3C[C@H]2CN1C(=O)c1ccccc1	0	nt
62	NC(=O)C1(N2CCCCC2)CCN(C2CC(=O)N(Cc3cccs3)C2=O)CC1 (stereo unspecified)	nt	8
63	O=C(CN1C(=O)COc2ccccc21)NCc1ccc(C(=O)O)cc1	-10	-7
64	C=CCNc1ncnc2c1cnn2-c1ccc(OC)cc1	-4	-12
65	CCN(CC)C(=O)C1CCN(Cc2cccc(OCc3ccccc3)c2)CC1	-20	-18
66	CC1=CC(=O)OC2CC3OC4C[C@@H](C)C5OC6CC7O[C@]8(C)C/C=C\C9OC%10CC%11OC(CC(C)CO)CC(O)[C@]%11(C)OC%10CC9OC8C[C@]7(C)O[C@]6(C)CCC5OC4C[C@]3(C)OC12 (stereo partly specified)	-18	nt
67	O=C(O)c1ccc(NC(CSCc2ccc(F)cc2)C(=O)O)c([N+](=O)[O-])c1 (stereo unspecified)	-15	nt
68	C#CCOCCOCCOCCNc1nc(N2CCN(C(=O)[C@H]([C@@H](C)CC)n3cc(CCCN=C(N)N)nn3)CC2)nc(N2CCN(C(=O)[C@H](CCCCN)n3cc(CCC(=O)O)nn3)CC2)n1	9	nt
69	CCOC(=O)CNC(=O)c1sc2nc(C)cc(C)c2c1N	10	-8
70	N#CCc1c(C#N)c(N)nc(N2CCN(S(=O)(=O)c3ccccc3)CC2)c1C#N	nt	-14
71	C/C(O)=C(\C#N)c1nc2ccccc2[nH]1	-13	nt
72	COC(=O)C1=C(C)N(Cc2ccco2)C(=O)N[C@H]1c1cccc(C(F)(F)F)c1	6	nt
73	CN1CCC2(CC1)C1CN(C)CC=C1C(C#N)=C(N)C2(C#N)C#N (stereo unspecified)	nt	2
74	CCCC[C@@H]1CN=C(N)N1CCc1cc(C(F)(F)F)cc(C(F)(F)F)c1	10	nt
75	CCCCNc1cc(C)nc(N2CCOCC2)n1	-6	nt
76	C[C@H](NC(=O)NCc1cccs1)C(=O)O	-1	-3
77	CCOC(=O)c1cnn(-c2ccccc2)c1NC(=O)c1cccs1	-1	-5
78	COC(=O)c1c(N2C(=O)CCC2=O)sc2c1CCCC2	7	-8
79	O=c1[nH]cnc2scc(-c3ccc(F)cc3)c12	-3	-14
80	O=C(NCCCNC(=O)C(F)(F)C(F)F)C(F)(F)C(F)F	8	0
81	CC(=O)c1cc(OC(=O)c2ccncc2)ccc1OC(=O)c1ccncc1	-6	11
82	COc1ccc(NC(=O)Nc2ccc(F)cc2F)c(C)c1	7	nt
83	CC(NC(=O)c1ccco1)c1ccc2c(c1)OCCO2 (stereo unspecified)	15	-11
84	COCCN1Cc2cccc(C(=O)Nc3cc(C)cc(C)c3)c2C1=O	4	-5
85	CCOc1ccccc1Nc1ccc(C(=O)O)cc1NC(C)=O	1	4
86	CC(C)Cn1c(N)c(C(=O)CCl)c(=O)n(C)c1=O	-12	nt
87	O=C(c1ccccc1)N1CCCC(c2ccc(Cl)cc2)=N1	14	nt
88	Cc1nnsc1C(=O)Nc1ccccc1Cl	-6	-2
89	c1ccc(-c2csc(-n3cnnn3)n2)cc1	3	-20
90	COc1ccc(C2C(C#N)=C(N)OC3=C2C(=O)CC(C)(C)C3)c([N+](=O)[O-])c1OC (stereo unspecified)	11	nt

item	canonical_smiles	RmlC RmlD mix	RT RNaseH block
91	N#Cc1nc(COc2ccc(-c3ccccc3)cc2)oc1NCCCN1CCOCC1	5	-33
92	COc1ccc(C(=O)Nc2ccc3oc(Cc4ccc(Cl)cc4)nc3c2)cc1OC	14	nt
93	c1ccc(-n2ncc3c(NCCCN4CCOCC4)ncnc32)cc1	14	-4
94	C[C@@H]1CC[C@]2(O[C@H](CCO)C[C@H](O)[C@H]2O)O1	2	nt
95	O=C(Nc1ccc(N2CCOCC2)c(Cl)c1)c1ccco1	-7	-9
96	CC(=O)N1CC2(C)CN(C(C)=O)CC(C)(C1)C2	-10	-10
97	Cc1nn(-c2ccccc2)c(C)c1NC(=O)Cc1cccs1	0	-7
98	CC(=O)Nc1ccc(S(=O)(=O)N2CCN(c3cc(C)ccc3C)CC2)cc1	-15	-5
99	CC(=O)Nc1ccc(S(=O)(=O)n2cnc3cc(C)c(C)cc32)cc1	nt	-14
100	O=C(NCc1ccc2c(c1)OCO2)c1c(O)c2cccc3c2n(c1=O)CCC3	-2	72*
101	CCc1c(C)nc2cc(-c3ccc(OC)c(OC)c3)nn2c1N1CCCC1	3	-35
102	O=C(CCn1c(=O)c2ccccc2n(Cc2cc(=O)n3ccccc3n2)c1=O)NCc1ccco1	nt	-22
103	Cc1ccc(C(C(=O)NCc2ccc(F)cc2)N(C(=O)c2csnn2)C2CC2)o1 (stereo unspecified)	4	7
104	Cc1cc(C)c2c(=O)[nH]c(=O)n(Cc3ccccc3)c2n1	9	-50
105	COc1ccc(C(=O)N2CCN(c3c(C)cccc3C)CC2)cc1OC	8	-29
106	CCOc1ccc(C(O)Cc2nc3ccccc3n2C)cc1 (stereo unspecified)	-11	nt
107	CCCCOC(=O)Nc1sc2nc(C)cc(C)c2c1-n1cccc1	11	nt
108	CCOC(=O)N1CCN(C(=O)c2cn(C)c(=O)c3c2c2ccccc2n3C)CC1	16	14
109	COc1cc(=O)n(C)c2c(OCC3OC(C)(C)OC3(C)C)cccc12 (stereo unspecified)	-11	nt
110	CCc1nnc2c3cnn(-c4ccccc4)c3ncn12	-9	-2
111	CCCCn1c(O)c(C(CC)=NC(C)c2ccccc2)c(=O)[nH]c1=O (stereo unspecified)	6	nt
112	O=C(Cc1ccccc1)Nc1scc(-c2ccccc2)c1C(=O)N1CCOCC1	-1	nt
113	CN1CC(=O)N(CC(=O)Nc2ccc(Cl)c(C(F)(F)F)c2)C1=O	10	-3
114	CCCOc1ccc(N2CC(C(=O)Nc3ccccc3F)CC2=O)cc1 (stereo unspecified)	4	0
115	Cc1cccc(Nc2nc(-c3cccs3)cs2)n1	7	nt
116	Cc1nn(CC(=O)Nc2ccc(C(=O)N(C)C)cc2)c(=O)c2ccccc12	-11	3
117	COc1ccc(-n2nnnc2SCC(=O)c2ccc(O)c(O)c2)cc1	-6	0
118	COc1ccc2c(=O)c(-c3ccccc3)c(C)oc2c1	-10	nt

Some of the compounds tested; rates above refer to the full screens.
